ARFGAP1 inhibitor: inhibitors of rat ARFGAP1 GAP activity, primary screen, biochemical, fluorescence polarization, GDP tracer; Arfgap1-stimulated ARF1 GTP hydrolysis, GDP FP detection; inhibition, % at 16.5 µM; 0.26% of 360,000 active; AID 651572, 2012;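 active = inhibition above a per-plate limit, mean inhibition of low control wells plus 3 SD, cut at about 25% in these data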;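 also: 0% = DMSO wells with enzyme and 100% = wells lacking Arfgap1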
Target sequence (Q62848 1-136 limits assumed): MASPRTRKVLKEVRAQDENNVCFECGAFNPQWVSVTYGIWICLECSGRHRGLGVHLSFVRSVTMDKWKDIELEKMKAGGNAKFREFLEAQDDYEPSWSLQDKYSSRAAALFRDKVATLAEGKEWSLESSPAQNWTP
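System: truncated rat Arfgap1 GAP domain / Benchmarks: high control wells lacking Arfgap1, low control full reaction with DMSO / Times: compound-enzyme preincubation 20 min, reaction 120 min, detection 60 min, 25 °C / Repeats: one replicate per compound / Also added: human ARF1(Δ1-17)-GTP substrate / Measured by: Tracer-displacement fluorescence polarization with EDTA stop, 620/688 nm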
proKLK7 act: proKLK7 zymogen activators, primary screen, biochemical, fluorescence intensity; activation, % at 7 µM; AID 652039, 2013; purified proKLK7, EDANS-DABCYL substrate fluorescence; 100% is mature enzyme control, 0% vehicle; 0.9% of 370,000 active;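 active = activation above the mean of all tested compounds plus 3 SD, computed per campaign excluding outliers beyond control limits, cut at about 13% in these data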
Target sequence (P49862 whole entry, looked up): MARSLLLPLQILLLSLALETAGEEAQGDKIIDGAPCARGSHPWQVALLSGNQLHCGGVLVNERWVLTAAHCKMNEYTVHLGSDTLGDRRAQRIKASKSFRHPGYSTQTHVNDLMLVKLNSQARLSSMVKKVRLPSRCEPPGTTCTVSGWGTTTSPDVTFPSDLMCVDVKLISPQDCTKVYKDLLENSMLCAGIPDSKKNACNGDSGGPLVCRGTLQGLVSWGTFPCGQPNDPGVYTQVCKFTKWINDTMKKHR
PLC-gamma1 inh: PLC-gamma1 enzyme inhibitors, primary screen, biochemical, fluorescence, purified enzyme. inhibition, % at 12.2 µM. 0.84% of 370,000 active. fluorogenic substrate. 1-phosphatidylinositol 4,5-bisphosphate phosphodiesterase gamma-1 (Homo sapiens), P19174; in the data active = inhibition above about 9.5%
ASAP1 inh: inhibitors of human ASAP1 ArfGAP activity, primary screen, biochemical, fluorescence polarization. inhibition, % at 16.5 µM. 0.19% of 360,000 active. Arf-GAP with SH3 domain, ANK repeat and PH domain-containing protein 1 (Homo sapiens), …. ASAP1-stimulated ARF1 GTP hydrolysis, GDP FP detection; in the data active = inhibition above about 25%;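 also: 0% = vehicle with enzyme and substrate and 100% = no enzyme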
Target sequence (Q9ULH1 325-724 limits assumed): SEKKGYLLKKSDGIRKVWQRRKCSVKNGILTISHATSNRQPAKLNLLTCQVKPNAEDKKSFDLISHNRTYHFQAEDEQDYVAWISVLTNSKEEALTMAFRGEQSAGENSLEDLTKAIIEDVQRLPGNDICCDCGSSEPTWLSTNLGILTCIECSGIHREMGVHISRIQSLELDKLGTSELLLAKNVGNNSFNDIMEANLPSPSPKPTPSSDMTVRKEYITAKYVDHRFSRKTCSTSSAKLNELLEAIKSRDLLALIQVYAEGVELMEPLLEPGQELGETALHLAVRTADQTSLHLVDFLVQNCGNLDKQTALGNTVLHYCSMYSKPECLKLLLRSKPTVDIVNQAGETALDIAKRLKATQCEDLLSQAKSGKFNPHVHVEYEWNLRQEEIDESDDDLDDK
ADAM17 inh: ADAM17 inhibitors, primary screen, biochemical, QFRET; recombinant ADAM17, EDANS/DABCYL FRET peptide cleavage; inhibition, % at 6.95 µM; 0.83% of 370,000 active;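 active = inhibition above the mean of compounds lying between control limits plus 3 SD, set per campaign, cut at about 8.5% in these data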;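 also: 0% = DMSO-only wells as the low control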
DDE Tn7 FP inh: inhibitors of Tn7 peptide binding to fibrin DD(E), primary screen, biochemical, fluorescence polarization, human fibrin, Tn7 probe. 0.13% of 370,000 active. Fibrinogen beta chain (Homo sapiens), P02675. FP displacement of FITC-Tn7 peptide from fibrin DD(E); 0% = median of compound wells per plate. AID 720508, 2013. inhibition, % at 8.3 µM;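 active = inhibition above the mean of compounds falling within the control limits plus 3 SD of them, cut at about 14% in these data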;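 also: 0% = plate median of compound wells and 100% = 10 µM Aha-Tn7 peptide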
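System: human fibrin DD(E); quantity: Fibrin-DD(E) at 2 µM final; also added: fluorescent Tn7 probe at 0.1 µM; compound dosing: single nominal test concentration of 8.3 µM per compound; schedule: 10 min preincubation, 3 h with tracer, room temperature; detection: fluorescence polarization of the labelled Tn7 tracer; repeats: one replicate per compound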
MBD2 DNA inh: inhibitors of MBD2 binding to methylated DNA, primary screen, biochemical, TR-FRET, DNA-binding domain, human. Methyl-CpG-binding domain protein 2 (Homo sapiens), Q9UBB5. 0.31% of 370,000 active. inhibition, % at 4.4 µM. MBD2 binding to methylated oligonucleotide; in the data active = inhibition above about 13%
UHRF1 binding: UHRF1 methylated DNA binding inhibitors, primary screen, counter-screen for MBD2 inhibitor project, biochemical, TR-FRET, human UHRF1, single concentration; E3 ubiquitin-protein ligase UHRF1 (Homo sapiens), Q96T88; UHRF1 binding to methylated oligo; inhibition, % at 4.4 µM; 0.75% of 370,000 active; AID 687016, 2013; in the data active = inhibition above about 21%;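 also: UHRF1 SRA domain binding a hemimethylated CpG hairpin DNA probe; 0% = median of test compound wells and 100% = reference inhibitor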
DDE Tn6 FP inh: inhibitors of Tn6 peptide binding to fibrin DD(E), primary screen, biochemical, fluorescence polarization, human fibrin, Tn6 probe; Fibrinogen beta chain (Homo sapiens), P02675; Fibrin DD(E) TRITC-Tn6 fluorescence polarization displacement; inhibition, % at 8.3 µM; 0.21% of 370,000 active;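 active = inhibition above a per-campaign cutoff: mean of compounds within control limits plus 3 SD, cut at about 15% in these data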;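 also: 0% = median of all compound wells on the plate and 100% = blocking peptide control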
PLC-beta3 inh: human PLC-beta3 inhibitors, primary screen, biochemical, fluorescence; 1-phosphatidylinositol 4,5-bisphosphate phosphodiesterase beta-3 (Homo sapiens), Q01970; Purified PLC-beta3, fluorogenic substrate; inhibition, % at 12.2 µM; 0.18% of 370,000 active; AID 720704, 2013; in the data active = inhibition above about 11%;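 also: 0% = median of compound wells on plate and 100% = full blocker control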
Starred values were filed as active, the others as inactive; nt = no result given.

Value order – ARFGAP1 inhibitor	proKLK7 act	PLC-gamma1 inh	ASAP1 inh	ADAM17 inh	DDE Tn7 FP inh	MBD2 DNA inh	UHRF1 binding	DDE Tn6 FP inh	PLC-beta3 inh
- O=C(CN1CCN(S(=O)(=O)N2CCCCCC2)CC1)Nc1cc(Cl)ccc1Cl
→ -7	-0.8	2	-2	3	-2	-5	2	3	-6
- COc1nccnc1NS(=O)(=O)c1ccc(NC(=S)NC(=O)c2ccc(F)cc2)cc1
→ 0	-0.1	1	-13	-5	7	1	2	5	1
- COc1ccc(CN2CCN(C(C)C(=O)NC(C)c3ccc(F)cc3)CC2)cc1F (stereo unspecified)
→ 9	0.0	0	9	-1	-1	7	3	2	-2
- O=C(Nc1ncc(Cc2cc(Cl)ccc2Cl)s1)c1ccc([N+](=O)[O-])cc1
→ 19	0.1	1	3	-5	3	-4	2	-2	1
- CN(C)S(=O)(=O)N(Cc1ccc(Br)cc1)c1ccccc1
→ -4	0.3	2	3	1	-3	2	0	1	0
- COC(=O)[C@]12CCCCC=C1N(Cc1ccc(Cl)cc1Cl)C(=O)[C@H](CC(=O)N1CCN(C(=O)C3CC3)CC1)C2
→ -4	-0.2	0	-21	-2	1	1	-3	7	-3
- CCOC(=O)CNC(=O)CNC(=O)Cn1ccc2ccccc2c1=O
→ -11	0.3	-3	-18	-5	-1	0	0	-6	2
- O=C(NCc1ccccn1)c1cc(-c2ccc(Br)cc2)nc2ccccc12
→ -4	-0.7	-2	-11	-1	-3	-1	0	1	1
- Cc1cc(N(C)NC(=S)Nc2ccccc2)nc(C)n1
→ -4	0.0	1	6	0	0	1	-1	1	1
- O=S(=O)(O)c1nc2ccccc2n1Cc1ccc(Cl)cc1Cl
→ 13	0.1	-2	3	1	-5	1	1	-3	-2
- CCOc1ccc(N/C(N)=N/c2nc(C)cc(C)n2)cc1
→ 6	-0.2	0	-15	-2	-3	-2	7	2	-3
- Cc1ccc2c(c1)C1(SC(C)C(=O)N1c1ccc(Cl)cc1)C(=O)N2 (stereo unspecified)
→ -2	0.1	3	-27	1	0	-5	0	2	4
- COC(=O)[C@]12C[C@H](CC(=O)NCCc3ccccc3OC)C(=O)N(Cc3ccccc3)C1=C[C@H](C(C)C)O[C@@H]2C1CC1
→ -6	0.9	2	-3	1	4	-2	0	-3	5
- CC(C)(C)NC(=O)CN(C(=O)CNC(=O)c1cccs1)c1ccc2c(c1)OCCO2
→ -2	0.8	-2	1	-5	1	1	0	4	-2
- CCOCCCNC(=O)CSCc1nc(-c2ccc(SC)cc2)oc1C
→ 1	0.4	-4	13	-4	-5	3	-1	-6	-3
- Cc1ccn(CC(=O)NC2CCCN(Cc3ccccc3F)C2)n1 (stereo unspecified)
→ 19	-0.5	2	8	-2	-3	3	13	1	2
- COc1ccc(CCNC(=O)C2CCCN(C(=O)c3ccc(Cl)cc3)C2)cc1 (stereo unspecified)
→ 6	-0.7	3	7	0	-9	1	1	7	-2
- COc1ccc(N2C(=O)CC(N(CCc3ccc(S(N)(=O)=O)cc3)C(=S)Nc3ccccc3)C2=O)cc1 (stereo unspecified)
→ 7	0.2	0	5	3	4	-1	-1	2	-10
- Cc1nc(N)[nH]c(=O)c1Oc1cccc(C(F)(F)F)c1
→ -1	0.2	2	-3	-2	-6	-2	0	2	-2
- O=C(c1cccc(C(F)(F)F)c1)N(c1ccccn1)C1CCCCC1
→ 7	0.5	-2	6	1	-2	5	-1	0	3

Additional entries.
Value order – ARFGAP1 inhibitor	proKLK7 act	PLC-gamma1 inh	ASAP1 inh	ADAM17 inh	DDE Tn7 FP inh	MBD2 DNA inh	UHRF1 binding	DDE Tn6 FP inh	PLC-beta3 inh
- Nc1nonc1-n1nnc(C(=O)O)c1-c1cccs1
→ 4	0.3	0	-16	0	4	1	-3	-3	1
- COc1ccc2nc(SCC(=O)NC3CCCCC3)[nH]c2c1
→ 2	0.8	2	7	-3	-3	2	0	3	-5
- CCNc1nc(SCCOc2ccc(Cl)cc2Cl)nc(N(C)C)n1
→ -7	0.2	-1	-8	-3	1	-7	2	6	1
- CCN(CC)CCCNC(=O)CN1C(=O)CSc2ccc(S(=O)(=O)N3CCOCC3)cc21
→ 8	0.1	2	11	-3	7	-1	-1	0	-1
- CN(Cc1ccco1)C(=O)c1ccc(CNS(=O)(=O)c2ccc3c(c2)C(C)(C)C(=O)N3C)cc1
→ 8	-0.1	2	-1	-1	1	-1	-2	5	2
- Cc1cnc(C(=O)OCC(=O)N2CCc3ccccc3C2)cn1
→ 9	-0.5	0	6	-2	8	1	-7	-1	-2
- Clc1ccccc1-c1nc2nc3ccccc3nc2n1-c1ccc2c(c1)OCO2
→ -8	0.8	-54	3	2	-4	-1	-4	-1	-55
- Cn1cc(-c2csc(C(O)c3ccc(F)c(F)c3)n2)cn1 (stereo unspecified)
→ 7	-0.3	-3	-11	0	0	1	-3	-1	-4
- COc1ccc(C2CCCN2C(=S)Nc2ccccc2C)cc1OC (stereo unspecified)
→ 13	0.3	-2	-5	-2	0	0	-2	3	-8
- COC(=O)C(Cc1ccc(O)cc1)NC(=O)C1CCN(S(=O)(=O)c2ccc(C)cc2)CC1 (stereo unspecified)
→ 3	-0.5	1	3	-7	5	-6	-1	-3	-9
- COc1cccc(/C=N/NC(=O)c2cnccn2)c1
→ 11	0.1	3	-6	0	-5	2	5	6	2
- CC(=O)Nc1nc(NC(=O)C(Cl)(Cl)Cl)n(-c2ccccc2)n1
→ 3	0.0	-2	-5	-1	-2	-1	1	7	-3
- O=c1c(C(c2ccccc2)c2c(O)nc3n(c2=O)CCS3)c(O)nc2n1CCS2
→ -5	-0.1	0	-1	-2	-2	-5	0	1	0
- O=C(O)c1cccc(NC(=S)NC(=O)c2cncc(Br)c2)c1
→ -4	0.3	2	-7	-3	1	0	-1	5	-7
- COc1ccc(Cc2nc3ccc(C(=O)N4CCN(C)C(C)C4)cc3o2)cc1OC (stereo unspecified)
→ 4	0.3	0	3	-2	-6	-5	-4	-3	-5
- Cc1ccc(Sc2c(C)nn(C(=O)c3cccc(S(=O)(=O)N4CCOCC4)c3)c2C)cc1
→ -2	0.2	5	4	0	1	-4	8	2	-5
- Cc1nc2scc(-c3ccccc3)c2c(=O)o1
→ 8	0.1	-4	-2	-6	-5	0	1	0	-4
- CC12CCC(C(=O)N(NC(=O)c3ccc(O)cc3)C1=O)C2(C)C (stereo unspecified)
→ 0	-0.4	-5	1	-2	7	-2	-1	7	1
- O=C(CNC(=S)N(Cc1ccccc1)Cc1ccccc1F)NCCc1ccc(Cl)cc1
→ 11	-0.8	-1	14	10*	-4	1	0	-8	-3
- O=C(CCSCCc1ccccn1)Nc1cccc([N+](=O)[O-])c1
→ 0	0.3	1	-16	0	4	7	-3	0	5

Overlap with the part before: 2 entries; new compounds follow.
Value order – ARFGAP1 inhibitor	proKLK7 act	PLC-gamma1 inh	ASAP1 inh	ADAM17 inh	DDE Tn7 FP inh	MBD2 DNA inh	UHRF1 binding	DDE Tn6 FP inh	PLC-beta3 inh
- O=C(CNC(=S)N(Cc1ccccc1)Cc1ccccc1F)NCCc1ccc(Cl)cc1
→ 11	-0.8	-1	14	10*	-4	1	0	-8	-3
- O=C(CCSCCc1ccccn1)Nc1cccc([N+](=O)[O-])c1
→ 0	0.3	1	-16	0	4	7	-3	0	5
- CC(=O)c1ccc(OCC(O)CN2CCN(S(=O)(=O)c3c(C)cc(C)cc3C)CC2)cc1 (stereo unspecified)
→ -6	-0.6	2	-7	4	-2	-3	1	13	-1
- CN(C)CCNCc1ccccc1OC1CCCC1
→ -7	0.6	-2	11	-2	7	3	-4	0	3
- COc1ccc(-c2nc(SC(C)C(=O)NC3CC3)n[nH]2)cc1 (stereo unspecified)
→ -5	0.0	-19	-13	-7	6	0	-3	1	-36
- CC(C)NC(=O)NC(=O)CN1C(=O)NC2(CCc3ccccc3C2)C1=O (stereo unspecified)
→ 10	-0.1	3	3	0	-5	-2	0	-7	-6
- Cc1ccccc1C(=O)NC1CCN(C(=O)Nc2ccc(F)cc2)CC1
→ 11	-0.5	3	4	5	0	-1	-1	0	0
- COc1ccc(-c2cc3c(c4c2ccn4C)C2CCC3C2)cn1 (stereo unspecified)
→ -2	-7.9	-97	10	-9	1	-11	-6	-2	-144
- O=C(CNC(=O)C(c1ccccc1)c1ccccc1)OCC(=O)c1cccs1
→ -3	0.1	0	-11	-2	-8	0	7	-1	1
- O=[N+]([O-])c1ccccc1-c1ccc(/C=N/n2cnnc2)o1
→ -1	0.3	-4	11	-1	8	-7	-1	5	-7
- Cc1cc(Cl)ccc1OCC(=O)N/N=C1\CC2C=CCC12 (stereo unspecified)
→ 4	-0.3	-4	-4	-1	2	3	-1	-9	-3
- O=C1NC[C@H](CCCCN2CCN(CCC3CCCCC3)C(=O)C2=O)N(CC2CCCCC2)C1=O
→ -1	0.7	2	0	-1	-4	-1	-1	-2	1
- CC1Cc2ccccc2N1CC(=O)NC(=O)NCc1ccccc1 (stereo unspecified)
→ 18	0.6	1	7	0	-5	0	-1	6	3
- Cc1nn(-c2ccccc2)c(C)c1/C=N/n1c(-c2ccncc2)n[nH]c1=S
→ -1	-0.3	-1	10	-2	1	-1	3	-4	-1
- COCC#Cc1ccc(CC[C@H]2O[C@H]3CC[C@@H](CO)O[C@H]3C[C@H]2n2cc(C(C)(C)O)nn2)cc1
→ nt	0.6	3	nt	-4	-2	10	11	-4	-7
- CC(=O)c1ccc(NC(=O)COC(=O)c2nc(Cl)ccc2Cl)cc1
→ -4	0.3	0	2	-4	7	2	0	-1	-9
- CC(=O)c1ccc(NC(=O)C2CCCN2S(=O)(=O)c2cccc3cccnc23)cc1 (stereo unspecified)
→ 10	0.2	-4	15	-3	-3	4	2	-1	0
- CN(C1CCCCC1)S(=O)(=O)c1ccc(S(=O)(=O)N2CCN(C(=O)c3ccccc3F)CC2)cc1
→ 3	-0.2	-2	-2	-8	2	2	0	-1	1
- NC(=O)c1ccc(C(F)(F)F)cn1
→ 2	-0.5	-1	-6	-3	3	-3	1	-9	-3
- O=C1CCC(=O)N1CC(=O)N1c2ccccc2Sc2ccccc21
→ 10	0.4	5	1	5	-2	-4	3	3	-1
- Cc1cc(C(=O)NNC(=O)CCN2CCN(c3ccccc3)CC2)c2ccccc2n1
→ -6	0.1	-1	5	1	-4	-4	0	-5	-1
- Cc1cccc(C)c1NC(=S)NC(C)(C)CO
→ -5	0.4	0	4	2	-6	1	1	2	-6
